S100A4 MyoIIA: blocks human S100A4 binding to myosin IIA peptide. P26447. S100A4/TAMRA-MyoIIA peptide fluorescence polarization. inhibition, % at 10.7 µM. 0.14% of 360,000 active. AID 652163;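 active means mean inhibition of at least 70% across replicates, with every replicate also reaching that level; inconclusive means mean inhibition reaches 70% but some replicates fall short; inactive means mean inhibition below 70%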
Target sequence (P26447 whole entry, looked up): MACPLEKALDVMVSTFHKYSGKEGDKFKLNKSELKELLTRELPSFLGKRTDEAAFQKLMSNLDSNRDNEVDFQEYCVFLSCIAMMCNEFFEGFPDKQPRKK
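Test system: S100A4 monomer protein. Medium: HEPES buffer with Ca2+, pH 7.2. Reagent: fluorescent myosin IIA peptide, 5 nM. Compound dosing: single-point compound testing. Timing: 5 min between mix addition and reading. Benchmarks: DMSO neutral and TFP positive wells.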
SIRT5 inh: sirtuin-5 (human) deacylase inhibition; Q9NXA8; Purified SirT5, succinyl-peptide AMC, trypsin-coupled fluorescence; inhibition, % at 15 µM; 1.1% of 330,000 active; AID 652115; in the data active means inhibition above about 15%; inconclusive means no clear call, values can overlap the other calls
Target sequence (Q9NXA8 whole entry, looked up): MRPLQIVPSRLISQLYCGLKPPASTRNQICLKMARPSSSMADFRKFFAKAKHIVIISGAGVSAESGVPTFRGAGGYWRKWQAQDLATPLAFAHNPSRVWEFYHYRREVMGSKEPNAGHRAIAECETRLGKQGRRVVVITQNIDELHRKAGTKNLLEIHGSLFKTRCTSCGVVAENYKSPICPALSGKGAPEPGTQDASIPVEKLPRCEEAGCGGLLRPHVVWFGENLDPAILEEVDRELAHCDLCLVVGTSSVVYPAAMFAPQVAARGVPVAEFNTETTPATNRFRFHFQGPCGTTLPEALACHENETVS
E-sel inducer: E-selectin induction on HUVECs; P16581; AID 686992; activation, % at 7.58 µM; HUVEC E-selectin immunofluorescence imaging; normalized: neutral wells 0, TNF-alpha wells 100; 0.37% of 260,000 active;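 active means mean E-selectin-positive cell signal at least 10% of the positive control, reached in at least 60% of replicates, without over 20% cell loss; inconclusive means no rule given, readout overlaps actives, possibly toxicity-flagged; inactive means the rest, including those meeting only one limit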;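 further: in these data hits start at about 27%; measured in HUVEC primary endothelial cells; signal is the percent of cells scored E-selectin positive by PE staining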
Target sequence (P16581 whole entry, looked up): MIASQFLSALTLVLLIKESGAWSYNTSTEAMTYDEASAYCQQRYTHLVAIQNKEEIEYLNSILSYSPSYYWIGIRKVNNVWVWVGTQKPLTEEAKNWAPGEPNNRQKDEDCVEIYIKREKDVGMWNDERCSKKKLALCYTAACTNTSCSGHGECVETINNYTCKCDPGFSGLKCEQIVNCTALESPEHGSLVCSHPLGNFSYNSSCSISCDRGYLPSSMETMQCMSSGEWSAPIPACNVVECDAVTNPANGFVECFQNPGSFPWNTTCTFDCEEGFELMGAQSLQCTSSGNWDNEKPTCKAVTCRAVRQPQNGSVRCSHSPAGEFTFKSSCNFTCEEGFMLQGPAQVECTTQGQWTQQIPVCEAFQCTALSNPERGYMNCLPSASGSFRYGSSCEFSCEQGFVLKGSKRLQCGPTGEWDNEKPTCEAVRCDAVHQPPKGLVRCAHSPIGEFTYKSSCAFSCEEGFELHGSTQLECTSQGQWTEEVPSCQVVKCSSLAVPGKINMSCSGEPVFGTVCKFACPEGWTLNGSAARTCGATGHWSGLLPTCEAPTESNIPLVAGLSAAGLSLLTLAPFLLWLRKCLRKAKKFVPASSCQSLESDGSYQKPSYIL
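material = human umbilical vein endothelial cells (HUVEC), E-selectin induction | quantity = 3,000 cells/well | medium = EGM-2 growth medium on 0.1% gelatin-coated wells | technique = immunofluorescence imaging | read-out basis = % PE-positive cells | control set = TNF-alpha positive control, DMSO neutral control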
Statin myotox sup: protects C2C12 myotubes from simvastatin toxicity; ATP luminescence, 48 h; scaled: DMSO 0, geranylgeraniol control 100; AID 602340; 0.78% of 330,000 active; rescue of ATP level, % at 7.49 µM;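 active means mean ATP rescue above about 67%, or every replicate alone reaching that limit, limit read from the data, passing the limit was not always enough; inconclusive means no clear call, values can overlap the other calls; inactive means mean under the limit and some replicate under it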;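 further: myotubes were challenged with 10 µM simvastatin during compound exposure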
PglD DTNB: inhibitors of Campylobacter jejuni PglD acetyltransferase. purified PglD enzyme, DTNB colorimetric CoA detection. 0.098% of 360,000 active. inhibition, % at 12.5 µM; in the data active means inhibition above about 16%, passing the limit was not always enough; inconclusive means no clear call, values can overlap the other calls; further: strong numbers were not always called active
ERp5 inh: inhibitors of human ERp5. 0.05% of 350,000 active. inhibition, % at 9.99 µM. Q15084. AID 651711. ERp5 insulin aggregation, absorbance 650 nm, 90 min;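 active means mean replicate inhibition above about 25%, with every replicate also reaching it, limit read from the data, passing the limit was not always enough; inconclusive means only one of those two criteria met; inactive means neither criterion met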
DENV2 CPE: protects cells from dengue virus 2 cytopathic effect; DENV2-infected cells, cytopathic effect rescue, plate reader; CPE inhibition, % at 9.99 µM; 1.7% of 350,000 active; in the data active means CPE inhibition above about 20%, passing the limit was not always enough; inconclusive means no clear call, values can overlap the other calls; tested in BHK-21 cells;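 further: 0% = median of neutral control wells and 100% = median of positive control wells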
Numbers without * were called inactive; u = inconclusive; x = no result given; & = joins results of further samples. An excerpt. The share of hits here may be higher or lower than overall.

smiles | S100A4 MyoIIA | SIRT5 inh | E-sel inducer | Statin myotox sup | PglD DTNB | ERp5 inh | DENV2 CPE
CCOc1ccc(CN2CCN(C3CCSCC3)CC2CCO)cc1 (centres undefined) | -1.2 | -4.2 | x | 1.8 | -2.5 | -2.4 | -4.1
Cc1cc(C(C)(C)C)cc(C)c1CCNC(=O)c1c(C)noc1C | -1.8 | 0.3 | -0.2 | -44.6 | 2.4 | 3.1 | -12.4
O=C(CC(O)(c1ccccc1)C(F)(F)F)c1cccs1 (centres undefined) | 3.5 | -3.9 | x | 5.4 | -5.9 | 3.1 | 8.1
CC(C)OCCCN1CN(S(=O)(=O)c2ccc(Cl)cc2)c2nc3ccccc3nc21 | -7.7 | -2.7 | x | 5.0 | -4.0 | -3.5 | x
C[C@@H]1CN([C@@H](C)CO)C(=O)CCCn2nncc2CO[C@@H]1CN(C)C(=O)Nc1ccc(N2CCCCC2)cc1 | -12.3&-9.0&-22.8 | 0.2&0.7&1.3 | -0.2&0.0 | 4.5&2.1&-6.6 | -6.9&1.9&1.7 | 2.4&-4.7&-0.9 | 11.9&-1.3&6.3
O=C(CN1CCCCC1)Nc1ccccc1Cl | -1.1 | -0.8 | x | x | x | -0.4 | -3.2
CCC(C)(C)NC(=O)Cc1ccc(Cl)cc1 | -40.3 | -23.1 | x | x | x | -5.2 | 0.6
COc1ccc(CN2C(=O)C(CC(=O)NCCN3CCOCC3)CC(C(=O)N3CCOCC3)=C2C)cc1 (centres undefined) | -1.9 | -0.7 | -0.1 | -7.9 | x | 1.6 | 4.4
Cc1ccc(S(=O)(=O)N2CCN(C(=O)COC(=O)CC(C)c3ccccc3)CC2)c(C)c1 (centres undefined) | -3.4 | 0.4 | -0.2 | 9.9 | 9.4 | 3.3 | 0.3
C=CCOc1c(Br)cc(CNCCCN2CCOCC2)cc1OC | 0.3 | -0.2 | 0.1 | 1.3 | -5.3 | 5.6 | u
CC1(CCOCc2ccccc2)NC(=O)NC1=O (centres undefined) | -0.7 | -3.0 | 0.9 | 2.7 | -4.2 | 7.2 | -4.7
CC(C)C#Cc1ccc2c(c1)O[C@@H](CN(C)Cc1cccnc1)[C@H](C)CN([C@H](C)CO)S2(=O)=O | -10.6 | 9.5 | 0.8 | -188.3 | -3.9 | -2.7 | -3.3
C[C@@H]1CN([C@@H](C)CO)S(=O)(=O)c2ccc(C#CC3(O)CCCC3)cc2O[C@@H]1CN(C)C(=O)Nc1cccc(F)c1 | 6.1 | -7.2 | 0.0 | -24.7 | 4.1 | 1.9 | -13.6
O=C(NCc1ccccn1)C(=O)NCC1OCCN1S(=O)(=O)c1ccc([N+](=O)[O-])cc1 (centres undefined) | -3.3 | -2.2 | -0.5 | 4.6 | 0.0 | -0.8 | -3.2
C[C@@H]1CN([C@H](C)CO)C(=O)c2cc(NC(=O)NC3CCCCC3)ccc2O[C@@H]1CN(C)C(=O)Nc1ccc(C(F)(F)F)cc1 | 6.1 | 2.4 | 0.8 | -29.6 | -1.0 | -3.6 | 9.8
COc1ccc(CNC(=O)N[C@@H](Cc2c[nH]c3ccccc23)C(=O)O)cc1 | -6.2 | -2.0 | x | -8.6 | 1.5 | -0.7 | 1.4
CNC[C@@H]1OCCCC[C@@H](C)Oc2ccc(NC(=O)Nc3ccc(F)cc3)cc2C(=O)N([C@@H](C)CO)C[C@@H]1C | -4.0 | -1.0 | 0.0 | 14.3 | -0.4 | 1.7 | -0.6
CCCOc1ccc(C(F)(F)F)cc1NC(=O)C1CC(=O)N(Cc2ccco2)C1 (centres undefined) | -5.2 | 0.8 | -0.6 | 8.7 | -2.3 | 0.9 | 3.1
O=S(=O)(c1ccccc1)N1CCN=C1SCc1cccc(Cl)c1 | -0.2 | -0.1 | -2.3 | x | x | 1.5 | -8.3
Nc1ccn([C@@H]2O[C@H](CNCC3=CCOc4ccc(O)cc43)[C@@H](O)[C@H]2O)c(=O)n1 | 0.8 | 0.8 | -0.2 | 7.1 | -0.3 | 2.2 | 3.6
CCCN(C)C[C@H]1OCCCC[C@@H](C)Oc2ccc(NS(=O)(=O)c3ccc(C)cc3)cc2C(=O)N([C@@H](C)CO)C[C@H]1C | -1.1 | 4.0 | -0.3 | x | -2.4 | -4.2 | -16.5
COc1ccc(-n2c(C)cc(/C=C3/SC(=O)N(CC(=O)N4CCOCC4)C3=O)c2C)cc1 | 0.8 | -2.8 | -0.2 | x | x | -1.2 | -1.9
C[C@H](CO)N1C[C@H](C)[C@@H](CN(C)S(=O)(=O)c2ccc(F)cc2)OCCCC[C@H](C)Oc2ccc(NC(=O)Nc3ccc(C(F)(F)F)cc3)cc2C1=O | -33.6 | 6.4 | x | x | -18.1 | -1.4 | 6.5
CCCc1cc(C(=O)OCC(=O)N(CCC)c2c(N)n(Cc3ccccc3)c(=O)[nH]c2=O)sc1C | -1.5 | 0.8 | -0.4 | x | x | 1.7 | -5.7
C[C@H]1CN([C@@H](C)CO)C(=O)c2cc(C#Cc3ccccc3)cnc2O[C@@H]1CN(C)C(=O)CN(C)C | 2.1 | 2.1 | 0.9 | -15.1 | -3.6 | -4.0 | 5.0
O=C(NNS(=O)(=O)c1ccc(F)cc1)c1ccc2c(c1)OCO2 | -3.9 | -2.7 | -0.7 | x | 0.3 | -21.6 | 11.3
O=C(NCC1CCCO1)c1cccc(Oc2ccc([N+](=O)[O-])cc2)c1 (centres undefined) | -3.4 | 1.9 | -0.9 | 6.7 | -5.1 | 1.4 | -0.3
COc1cc(/C=C2\C(=N)N3N=CSC3=NC2=O)ccc1OS(=O)(=O)c1ccccc1 | 7.4 | 7.9 | 0.3 | -0.4 | 1.7 | 15.4 | -2.7
O=C(NNC(=S)NC(=O)c1ccccc1Cl)c1cccc([N+](=O)[O-])c1 | -0.2 | 0.7 | 0.7 | -5.8 | 3.8 | 5.4 | 8.5
CCN(CC)S(=O)(=O)c1cccc(NC(=O)CNc2cccc(S(=O)(=O)N3CCOCC3)c2)c1 | -1.3 | x | x | -16.2 | 6.9 | 1.8 | x

Continued; the last 3 above are carried over.
smiles | S100A4 MyoIIA | SIRT5 inh | E-sel inducer | Statin myotox sup | PglD DTNB | ERp5 inh | DENV2 CPE
COc1cc(/C=C2\C(=N)N3N=CSC3=NC2=O)ccc1OS(=O)(=O)c1ccccc1 | 7.4 | 7.9 | 0.3 | -0.4 | 1.7 | 15.4 | -2.7
O=C(NNC(=S)NC(=O)c1ccccc1Cl)c1cccc([N+](=O)[O-])c1 | -0.2 | 0.7 | 0.7 | -5.8 | 3.8 | 5.4 | 8.5
CCN(CC)S(=O)(=O)c1cccc(NC(=O)CNc2cccc(S(=O)(=O)N3CCOCC3)c2)c1 | -1.3 | x | x | -16.2 | 6.9 | 1.8 | x
C[C@H](CO)N1C[C@H](C)[C@H](CN(C)S(=O)(=O)c2ccc(C#N)cc2)Oc2ncc(C#CCN(C)C)cc2C1=O | -14.1 | -1.3 | 0.5 | 11.4 | 2.6 | 1.6 | -1.9
COc1cccc(NC(=S)Nc2ccc(O)cc2)c1 | -0.4 | 0.5 | -0.5 | 4.3 | 2.8 | 1.6 | 0.9
O=c1oc2ccc(C#CC3(O)CCCCC3)cc2cc1-n1cc(C2(O)CCCCC2)nn1 | -3.6 | x | -0.1 | -2.0 | 0.8 | 3.6 | -12.7
O=C(CN1CCOCC1)NCC[C@@H]1CC[C@H](NC(=O)c2ccccc2F)[C@H](CO)O1 | 0.2 | 0.5 | -0.1 | 4.8 | 1.6 | -3.3 | 13.2
S=c1nc[nH]c2c1[nH]c1ccc(Cl)cc12 | 6.7 | -0.4 | x | x | x | 4.2 | 15.9
COC(=O)c1cccc(CN2C(=O)C(C)Sc3cc(Cl)ccc32)c1 (centres undefined) | -7.1 | -5.6 | -0.1 | 25.7 | 1.6 | 3.4 | -1.0
COc1ccc(S(=O)(=O)N(C)C[C@H]2Oc3c(NS(=O)(=O)c4cccs4)cccc3C(=O)N([C@H](C)CO)C[C@@H]2C)cc1 | -3.9 | 9.2 | x | x | x | 4.2 | 2.9
CN(Cc1cnn(-c2ccc(F)cc2)c1)C(=O)[C@H]1O[C@@H](n2ccc(N)nc2=O)[C@H](O)[C@@H]1O | -3.6 | -6.0 | -0.1 | -5.3 | -0.4 | -0.8 | -0.4
Cc1ccc(S(=O)(=O)NNC(=S)NC(C)(C)C)cc1 | -1.1 | -2.9 | x | 5.0 | -2.2 | x | 2.0
CCCS(=O)(=O)c1ccc(COC(=O)Cc2ccc([N+](=O)[O-])cc2)cc1 | -6.8 | -0.9 | 0.1 | 9.9 | -0.9 | -2.6 | 1.9
COc1cc(/C=C2\CCCc3c2nc2ccccc2c3C(=O)O)cc(Cl)c1O | -6.2 | 3.6 | 0.3 | -0.2 | -0.8 | 0.5 | 0.1
O=C(C1CCOCC1)N1CC(=O)N2[C@@H](CO)[C@H](c3ccc(-c4ccccc4F)cc3)[C@@H]2C1 | 4.6 | 1.3 | -0.1 | x | x | 2.0 | -4.1
COc1c2c(c3c(c1OC)c(=O)c1ccccc1n3C)OCO2 | 31.4 | 1.9 | 1.7 | -4.4 | 2.3 | 1.8 | -2.9
C[C@@H]1CN([C@@H](C)CO)C(=O)c2cc(C#Cc3cccnc3)cnc2O[C@H]1CN(C)S(=O)(=O)c1ccccc1F | 4.4 | 5.5 | 0.4 | 6.5 | 5.6 | 14.8 | 7.8
CN(C)CCCNC(=O)C[C@H]1CC[C@H]2[C@@H](COc3ccc(NC(=O)NC4CCCC4)cc3C(=O)N2C)O1 | 5.7 | -2.2 | 0.0 | 3.9 | -2.4 | -0.1 | 3.3
CCCN(CC(=O)Nc1ccccc1OC)CC(=O)c1c(N)n(Cc2ccccc2)c(=O)n(C)c1=O | -5.8 | -2.3 | x | 7.2 | 1.7 | -2.3 | -5.1
COc1cc(-c2cc(NC=O)c3ncc(-c4ccc(C(C)=O)cc4)n3c2)cc(OC)c1OC | -12.0 | x | -0.1 | -29.8 | 8.1 | -4.0 | 4.7
COc1cc2cc(C(=O)N[C@@H](Cc3ccccc3)C(=O)O)n(C)c2c(OC)c1OC | -9.6 | -7.9 | x | 3.9 | -1.5 | -2.3 | -1.4
COCC(=O)N(C)C[C@H]1Oc2cc(-c3ccccc3F)ccc2S(=O)(=O)N([C@@H](C)CO)C[C@H]1C | -4.5 | -0.3 | -0.4 | -7.1 | -1.3 | -1.4 | -5.5
O=C(COc1ccc(S(=O)(=O)NC2CCCCC2)cc1Cl)NCc1ccc2c(c1)OCO2 | 1.0 | 0.5 | x | 39.7 | -1.0 | -1.8 | x
Cc1ccc(S(=O)(=O)N2CCCCC2)cc1NC(=O)[C@@H]1CCCN1C(=O)c1cccs1 | -1.8 | -3.9 | -1.1 | -6.1 | 1.4 | 2.4 | -1.4
CCN(C(=O)COC(=O)CCS(=O)(=O)c1ccc(C)cc1)C1CCS(=O)(=O)C1 (centres undefined) | -1.0 | -1.6 | 1.1 | 6.2 | -0.9 | -2.3 | 1.6
Nc1ncc(Br)cc1S(=O)(=O)NCCC(=O)NCc1ccc(F)cc1 | -1.2 | -0.6 | x | 12.2 | -0.9 | -5.8 | 15.5
CC(C)C#Cc1ccc([C@H]2[C@@H](C#N)N(C(=O)C3CC3)[C@@H]2CO)cc1 | 3.9 | -1.0 | -0.3 | -7.0 | 4.6 | -1.5 | -2.8

Screens from PubChem BioAssay.
